Screening results deposited in PubChem BioAssay by several laboratories.
DAX1 inh-1 = inhibits human nuclear receptor DAX1; AID 504766; 0.99% of 340,000 active; inhibition, % at 6.75 µM; P51843; HEK293 Gal4-DAX1 luciferase reporter, luminescence;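 active = inhibition above the mean over all tested compounds plus 3 SD, cut at about 4.2% in these data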;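 note: 0% = DAX1-transfected cells with DMSO and 100% = empty-vector control cells with DMSO; inhibition shows as a rise in luminescence from relieved DAX1 repression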
hcDAF-12 act = H. contortus DAF-12 activation, primary screen; HEK293 hcDAF-12 lit1-tk-luc reporter, luminescence; 0% DMSO, 100% Δ7-dafachronic acid; 1.4% of 370,000 active; AID 652067; activation, % at 6.8 µM;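 active = activation above the mean of all tested compounds plus 3 SD, cut at about 5.5% in these data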;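 note: 100% = response to 3 µM Δ7-dafachronic acid high control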
NPR2 activator = GC-B (human) receptor activation; P20594; HEK293-GC-B cells, CNP EC30, cGMP TR-FRET; 0% at EC30 CNP, 100% saturating CNP; activation, % at 10 µM; 0.11% of 370,000 active;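 active = activation at 10 µM reaching about 35% in either raw or pattern-adjusted values, limit read from the data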
Target sequence (P20594 whole entry, looked up): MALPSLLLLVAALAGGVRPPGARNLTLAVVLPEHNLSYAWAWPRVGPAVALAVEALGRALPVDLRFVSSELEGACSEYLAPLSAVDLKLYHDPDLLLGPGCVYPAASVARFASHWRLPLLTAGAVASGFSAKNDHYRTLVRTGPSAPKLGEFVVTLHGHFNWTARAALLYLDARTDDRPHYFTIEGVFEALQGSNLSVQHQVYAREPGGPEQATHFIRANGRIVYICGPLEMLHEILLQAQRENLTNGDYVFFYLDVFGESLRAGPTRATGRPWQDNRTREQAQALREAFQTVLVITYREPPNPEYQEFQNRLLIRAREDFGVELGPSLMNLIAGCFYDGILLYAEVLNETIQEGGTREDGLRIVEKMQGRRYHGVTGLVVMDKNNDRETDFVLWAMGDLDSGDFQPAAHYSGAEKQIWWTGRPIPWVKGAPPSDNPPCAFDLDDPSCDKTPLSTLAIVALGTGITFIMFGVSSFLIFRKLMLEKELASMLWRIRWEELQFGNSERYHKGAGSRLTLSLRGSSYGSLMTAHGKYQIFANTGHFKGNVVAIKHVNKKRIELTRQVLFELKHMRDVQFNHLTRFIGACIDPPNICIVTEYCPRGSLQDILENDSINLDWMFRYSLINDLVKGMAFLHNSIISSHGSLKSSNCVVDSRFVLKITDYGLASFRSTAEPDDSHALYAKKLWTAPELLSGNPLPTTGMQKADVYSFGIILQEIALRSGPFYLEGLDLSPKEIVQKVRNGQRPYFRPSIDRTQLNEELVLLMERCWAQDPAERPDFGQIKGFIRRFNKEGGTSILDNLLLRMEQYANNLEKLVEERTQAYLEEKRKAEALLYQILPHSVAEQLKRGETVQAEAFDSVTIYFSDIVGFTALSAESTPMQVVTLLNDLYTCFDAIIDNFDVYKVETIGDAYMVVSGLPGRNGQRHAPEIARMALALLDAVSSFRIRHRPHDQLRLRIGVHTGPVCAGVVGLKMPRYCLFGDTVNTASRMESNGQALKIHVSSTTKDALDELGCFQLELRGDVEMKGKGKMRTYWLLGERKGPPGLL
FXN GAA850 act = increases GAA850 frataxin promoter reporter activity. activation, % at 6 µM. 0.56% of 360,000 active. HEK293 lucGAA850 FXN promoter luciferase reporter, 24 h; percent of 10 µM SAHA response;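 active = activation above the average of all compounds screened plus 3 SD, cutoff fixed separately per campaign, cut at about 7.5% in these data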;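 note: 0% = DMSO wells and 100% = 10 µM SAHA wells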
ADAM10 inh = inhibitors of human ADAM10 | O14672 | recombinant ADAM10, EDANS/DABCYL FRET peptide cleavage, 3 h | inhibition, % at 7 µM | 0.62% of 370,000 active;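 active = inhibition above a per-campaign cutoff equal to the mean of compounds falling between control-based bounds plus 3 SD, cut at about 20% in these data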;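 note: 0% = DMSO wells while the 100% control is not disclosed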
hgDAF-12 ag = hgDAF-12 agonism, primary luciferase screen | HEK293 GAL4-hgDAF12 UAS-luciferase reporter, agonist luminescence; normalized to butyrate control | activation, % at 6.8 µM | 1.8% of 370,000 active | AID 687014;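 active = activation above a cutoff set at the mean of all screened compounds plus 3 SD, cut at about 10% in these data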;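 note: 0% = DMSO wells and 100% = sodium butyrate wells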
ssDAF12 agonist = S. stercoralis DAF-12 activation, primary screen; HEK293 ssDAF-12/GRIP1 lit1-tk-luc reporter, luminescence; % of 3 µM dafachronic acid response; activation, % at 6.8 µM; 1% of 370,000 active;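 active = activation above the mean over all tested compounds plus 3 SD, cut at about 0.9% in these data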;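 note: 0% = DMSO-only wells and 100% = 3 µM delta7-dafachronic acid wells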
NPR1 activator = GC-A (human) enzyme activation; P16066; activation, % at 10 µM; AID 1671463; HEK293 GC-A cells, cGMP TR-FRET, EC30 ANP; 0% at EC30 ANP, 100% saturating ANP; 0.14% of 370,000 active; in the data active = activation above about 40%
DAX1 inh-2 = blocks DAX1 repression of SF-1 activated StAR promoter; HEK293T StAR-luciferase reporter, SF-1/DAX-1 repression relief; inhibition, % at 6.8 µM; 1.1% of 370,000 active; AID 652010;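 active = inhibition above the mean over all tested compounds plus 3 SD, cut at about 3.6% in these data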;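 note: 0% = DAX-1 cells with DMSO and 100% = cells lacking DAX-1 with DMSO; higher inhibition means more luminescence from relief of DAX-1 repression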
sPLA2-III inh = Inhibits HGIII-sPLA2 liposome hydrolysis, primary screen. Q9NZ20. QFRET BODIPY PC-A2 liposome hydrolysis, fluorescence. inhibition, % at 12.2 µM. 0.56% of 370,000 active. AID 743126;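 active = inhibition above mean plus 3 SD of compounds lying within the high and low control bounds, cut at about 19% in these data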;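 note: 0% = median of test compound wells and 100% = no enzyme DMSO wells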
SMARCA2 act = SMARCA2 function activation, primary screen. activation, % at 9.1 µM. 1% of 370,000 active. MG213 cells, MMTV-luciferase reporter, dexamethasone, overnight; in the data active = activation above about 7.8%;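 note: 0% = vehicle wells and 100% = reference activator wells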
The depositor's hits bear a star; nt = no result given.

Results follow in this order: DAX1 inh-1	hcDAF-12 act	NPR2 activator	FXN GAA850 act	ADAM10 inh	hgDAF-12 ag	ssDAF12 agonist	NPR1 activator	DAX1 inh-2	sPLA2-III inh	SMARCA2 act
- COc1cccc(NC(=O)C2COc3ccccc3O2)c1 (stereo not given)
  2.6	2.1	-4	3.0	-5	6.5	-0.5	-2	1.4	-2	7
- CCCC1=C(C(=O)OCC)C(c2c(C)nn(-c3ccccc3)c2Cl)C(C#N)=C(N)O1 (stereo not given)
  -1.2	-0.1	-2	1.0	-10	0.0	-0.7	0	0.2	-16	0
- CCOc1ccc(C2C3=C(CC(C)(C)CC3=O)N(CC(=O)O)C3=C2C(=O)CC(C)(C)C3)cc1OCC
  -0.1	1.6	2	0.9	-2	-0.2	-1.5	-1	0.3	4	0
- CSCCC(C(=O)Nc1c(C)cccc1C)n1c(-c2cc(C)cs2)nc2ccccc21 (stereo not given)
  nt	0.2	-11	nt	-75	-1.9	-1.2	-16	-0.6	9	2
- Cc1ccc(Nc2nc(N)nc(CSc3ncccn3)n2)cc1
  2.3	3.0	3	6.1	-1	16*	0.6	0	1.7	4	4
- Cc1ccc(-c2[nH]c3ccccc3c2SCCN)cc1
  2.5	6.0*	-9	0.0	-67	3.5	1.2*	-17	0.8	1	0
- COC(=O)[C@]12C[C@H](CC(=O)N3CCC(c4ccccc4)CC3)C(=O)N(Cc3ccco3)C1=C[C@H](C(C)(C)C)O[C@@H]2C
  nt	0.1	-7	nt	4	3.9	-1.5	-2	-1.4	-2	-2
- O=C1Nc2ccccc2C1=NN=Cc1ccco1
  nt	1.9	-5	nt	6	0.8	0.0	-2	-1.2	-4	-1
- O=C(COC(=O)c1ccc(S(=O)(=O)NCc2ccco2)cc1)Nc1ccc(Cl)cn1
  -1.4	3.7	-14	4.7	-3	-1.2	-1.4	-4	-0.4	-6	-2
- CCOC(=O)Cc1csc(NC(=O)c2cnc3scc(C)n3c2=O)n1
  -1.0	1.3	1	-0.1	-17	2.4	-1.3	5	-0.5	2	-2
- CCCCn1c(SCC(=O)N2c3ccccc3Sc3ccccc32)nc2c1c(=O)n(C)c(=O)n2C
  0.1	-2.3	-9	2.6	-14	1.6	-0.8	-5	0.5	1	-2
- C(=N\Nc1nc(-c2ccccc2)cs1)/c1ccncc1
  1.9	0.3	0	1.7	-13	0.4	-0.6	6	0.7	-7	4
- Cc1[nH]c(=O)[nH]c(=O)c1S(=O)(=O)N1CCCC(C(=O)NCCc2ccccc2)C1 (stereo not given)
  -0.4	0.1	4	-0.3	6	-1.8	-0.7	3	-0.9	-4	0
- C[C@@H](C(=O)Nc1ccc2ccccc2c1)[C@H]1C[C@]1(C)[C@H](NS(=O)(=O)c1ccccc1)c1ccccc1
  nt	0.2	-2	nt	9	0.4	-1.4	-3	0.5	-22	-1
- Cc1ccc(NC(=O)COC(=O)CCC(=O)c2cccs2)cc1S(=O)(=O)N1CCOCC1
  1.4	0.9	-6	-1.0	16	0.8	0.1	3	0.9	-13	-3
- CCOc1ccc(C(=O)NCC(=O)OCc2nnc(-c3ccccc3)o2)cc1OCC
  1.2	-0.3	1	0.7	-6	-2.5	-0.8	1	4.2*	2	-2
- CCCCn1c(NCc2cc(C)ccc2O)nc2ccccc21
  0.1	-1.8	-14	-1.0	23*	3.8	-1.1	-10	0.4	-9	-6
- O=S(=O)([N-]c1nc2ccccc2nc1-n1cc[n+](Cc2ccccc2)c1)c1ccc(Cl)cc1
  nt	-0.3	1	-1.3	-39	3.5	-1.2	3	0.6	-2	0
- C=CCn1c(C)cc(C(=O)CSc2nnc(-c3cccc(S(=O)(=O)N(CC)CC)c3)o2)c1C
  -0.3	-1.9	1	-2.0	0	-0.5	-1.6	0	-1.1	2	3
- COc1cc([C@@H]2CC=C(C(=O)O)[C@H](c3ccc(Cl)cc3)N2S(=O)(=O)c2ccc(C)cc2)cc(OC)c1OC
  -0.6	0.4	0	0.2	3	1.1	-1.1	-1	0.2	-6	3
- O=C1C2C(C(=O)N1CCc1ccccc1)C1C=CC2C12CC2 (stereo not given)
  0.8	-2.7	-3	0.2	-3	-1.9	-1.5	-3	0.0	17	-2
- O=C(NCc1ccccc1)[C@@H]1CCCN1C(=O)[C@@H]1CCCN1C(=O)c1cccs1
  nt	-1.0	0	nt	-17	1.3	-0.6	4	0.1	5	-2
- CCOC(=O)C(Cc1cc(N)c(Oc2ccc(OC)cc2)c(N)c1)NC(C)=O (stereo not given)
  -1.2	1.6	3	-0.3	11	2.0	-0.8	2	0.3	-14	-3
- COc1ccc(-c2[nH]c(-c3cccc(OC)c3)nc2SCC(=O)NCc2ccco2)cc1
  0.5	-2.6	-9	-2.4	-188	4.0	-0.9	-10	-2.8	-18	-3
- Cc1ccc(C(=O)N/C(=C/c2ccco2)C(=O)NCC2CCCO2)cc1 (stereo not given)
  1.2	-0.9	4	0.6	3	-0.3	-1.4	1	0.1	-2	9.9*
- CC(C)(C)NC(=O)CN(C(=O)CCC(=O)Nc1nccs1)c1cccc(C(F)(F)F)c1
  -0.6	-1.2	2	-2.4	-2	-1.1	-1.7	-2	-0.6	-2	-3
- O=C(Nc1ccc(F)c(Cl)c1)C1CCCN(c2cnccn2)C1 (stereo not given)
  1.0	0.3	3	0.9	-42	0.4	-1.4	-13	-0.3	-6	-1
- O=C(CC(C(=O)O)P(=O)(c1ccccc1)c1ccccc1)c1ccc(Br)cc1 (stereo not given)
  4.0	-1.4	1	2.4	1	-2.5	-0.9	2	0.5	-2	-4
- CCOC(=O)c1c(C)n(C)c2ccc(OC)c(NC(=O)CN3CCN(C4CCCCC4)CC3)c12
  0.4	-0.9	4	1.1	2	1.0	-0.8	1	0.8	-3	-3
- Cc1ccc(NC(=O)CCNC(=O)c2ccccc2Cl)cc1S(=O)(=O)N1CCCCCC1
  -0.6	-1.9	-1	-0.7	2	-0.4	-1.4	-2	-2.5	-13	-3
- Cc1ccc(S(=O)(=O)N(C)C)cc1NC(=O)Cn1c(CN2CCOCC2)nc2ccccc2c1=O
  0.9	-1.7	3	0.2	3	0.1	-1.1	-3	0.3	0	-2
- Cc1ccccc1N1C(=O)C2C3CCC(O3)C2C1=O (stereo not given)
  0.9	-2.5	3	1.3	3	0.7	-0.8	-3	-0.3	3	-1
- Cc1nc(Cl)cc(N/N=C/c2ccc(O)cc2O)n1
  2.2	0.1	-9	3.7	-2	-0.1	-0.1	7	-0.6	-10	1
- COC(=O)c1ccc(CNC(=O)COC(=O)c2cc(Cl)ccc2O)cc1
  1.9	1.0	2	-0.2	-14	2.8	-0.4	-2	-1.1	-2	-3
- CC(CNC(=O)Cn1ccc2cc(S(=O)(=O)N3CCCC3)ccc21)c1ccccc1 (stereo not given)
  -0.1	-1.5	5	1.9	-10	-1.1	-1.3	-4	-2.5	-9	0
- COc1cc(C2CC(=O)c3c(ccc4ccccc34)N2)ccc1O (stereo not given)
  -1.0	5.1	-2	1.6	3	-2.7	0.2	-4	-0.4	-21	-2
- COc1ccc(/C=C2/C(=N)N3N=C(CC(=O)N4CCCC4)SC3=NC2=O)cc1OC
  0.2	0.7	2	0.1	-51	2.0	-1.3	0	0.5	-15	-1
- O=C(NCc1ccccn1)c1cc(-c2ccc(Cl)cc2)nc2ccccc12
  -1.6	-1.8	-14	-2.1	-75	2.2	-1.1	13	-0.8	-8	-1
- O=c1cc(N2CCc3ccccc3C2)[nH]c(=O)n1Cc1ccc(F)cc1
  -0.3	-0.9	10	-4.3	-9	0.7	-1.6	-6	0.3	0	1
- O=C(Nc1ccccc1O)C(c1ccccc1)c1ccccc1
  -2.7	-3.4	-3	-3.9	15	-5.1	-1.7	-6	-1.3	-57	-5
- CC(=O)c1ccc(OCCCC(=O)OCC(=O)N2CCN(c3ccccc3)CC2)cc1
  -0.1	-1.4	-1	-0.4	10	0.5	-0.7	-2	0.4	-8	2
- Nc1c(C(=O)N/N=C/c2ccc([N+](=O)[O-])cc2)cnn1-c1ccccc1
  0.9	-0.1	-9	4.4	10	-0.3	-1.1	3	0.5	5	-4
- CC(=O)c1c(N)nc2n(c1=O)CCCCC2
  -0.3	-0.2	112*	1.8	-1	-1.7	-1.0	-1	0.2	-5	0
- CCOC(=O)C(NCc1ccccc1OC)(NC(=O)c1ccccc1)C(F)(F)F (stereo not given)
  1.4	-1.0	2	-1.7	-1	1.8	-1.0	-5	-0.2	0	3
- Cc1ccc2oc(C(=O)NCC(c3ccco3)N(C)C)c(C)c2c1 (stereo not given)
  0.3	1.0	0	3.0	3	4.5	-0.1	2	0.5	-8	5
- O=C1c2cc([N+](=O)[O-])ccc2-c2cc(Cl)c(NC(=O)C(F)(F)F)cc21
  3.0	2.4	5	1.4	3	-1.5	-0.5	4	-0.8	8	-2
- Cc1ccc2c(c1)[C@H]1OCC[C@H]1[C@@H](c1ccncc1)N2
  1.9	-0.9	-1	3.9	-3	5.1	-0.6	-1	0.6	-3	-1
- COc1cccc(-c2sc3ccc(OC)cc3c2-c2ccc(O)cc2)c1
  0.1	-0.9	1	0.8	8	-0.9	-1.1	2	-0.1	-11	1
- O=S(=O)(c1ccc(Cl)cc1)N1CCCC(c2nc(-c3ccc(F)cc3)no2)C1 (stereo not given)
  0.9	1.7	-2	0.5	-1	1.1	-0.7	4	-0.1	3	2
- CC1(C(=O)CSc2nc3ccccc3s2)CCC(=O)O1 (stereo not given)
  3.1	2.5	3	2.1	-8	1.8	-0.5	0	0.3	-5	3
- Cc1cc(C)c(NC(=O)CN(c2ccccc2)S(=O)(=O)N(C)C)c(C)c1
  -0.3	-0.7	4	2.8	-5	-2.6	-1.5	-1	-0.6	3	-2
- Cc1ccc(OC(C)C(=O)Nc2ccncc2)cc1 (stereo not given)
  -1.2	-3.5	5	0.9	-4	-3.5	-2.0	2	-0.6	2	-3
- O=C(C1=C(O)C(=O)N(CCCN2CCOCC2)C1c1ccc(Cl)cc1)c1cc2ccccc2o1 (stereo not given)
  nt	0.1	7	nt	-2	0.7	-0.4	12	-0.2	-5	-1
- CSc1nc2c(c(=O)n1Cc1ccccc1)SC(C)C2 (stereo not given)
  -1.5	-3.0	7	2.8	-1	-1.6	-1.1	5	-0.2	7	-3
- C=CCNC(=O)CN1CCN(Cc2ccc3c(c2)OCO3)CC1
  -0.9	-1.4	2	2.1	-5	3.2	-1.3	4	-0.1	-3	-1
- N#CC1=C(S)N(c2ccccc2)C(c2ccc(-c3cccc(Cl)c3)o2)NC1=O (stereo not given)
  0.5	-0.3	6	0.5	-12	0.3	-1.5	0	-0.1	3	-3
